# TGFb inhibitor = qHTS for Inhibitors of TGF-b | HepG2 CAGA-GFP TGF-b/SMAD3 reporter, GFP fluorescence, 18 h; TGF-beta stimulated, 500 pg/mL final | Potency, µM (doses to about 46.1 µM), inactives show top-dose activity, negative = inhibition, usual class: inhibitors | 410,000 tested, 1.2% active; also: potency is read from the fitted curve at half-maximal effect; % is scaled to controls: 0 for no effect and ±100 for the full control effect; nearly all actives have a fitted effect of over 65% in size
#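 Inhibition was scored as loss of TGF-beta-induced (500 pg/mL final, 18 hours, 37 degrees C) GFP in HEPG2 cells carrying a CAGA-GFP reporter, in DMEM with 1% FBS. Well GFP was summed per cell; Activity was normalised to unstimulated and stimulated DMSO wells, then concentration-response fitting.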
# ATXN2 expr inh = Primary qHTS for Inhibitors of ATXN expression; Potency, µM (highest dose often 57 µM), without a hit: at the highest dose activity change, negative = inhibition, hits mostly inhibitors; AID 1745845, 2022; HEK-293 ATXN2-luciferase reporter, luminescence, 24 h; 360,000 tested, 0.72% active; also: potency is read from the fitted curve at half-maximal effect; % is scaled to controls: 0 for no effect and ±100 for the full control effect; nearly all actives have a fitted effect of over 55% in size
#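 qHTS (up to 57 uM final) was run with 24 h compound exposure of reporter cells at 37 °C. Each well was multiplexed: SteadyGlo luminescence measured ATXN2-luciferase expression after a fluorogenic Gly-Phe-AFC viability readout (25 uM final).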
# Nrf2 inh = Nrf2 qHTS screen for inhibitors. A549 ARE-Fluc reporter, luciferase luminescence, 18-24 h. Potency, µM (titrated, usually from 46 µM), for inactives: at the highest dose activity change, negative = inhibition, most hits filed as inhibitors. 360,000 tested, 2.1% active. AID 504444, 2011; also: potency is read from the fitted curve at half-maximal effect; % is scaled to controls: 0 for no effect and ±100 for the full control effect; nearly all actives have a fitted effect of over 60% in size
#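 In this cell-based qHTS, ARE-driven firefly luciferase in A549 cells reports Nrf2 activity; the luminescent signal after BugLite lysis is the measured value, with a prior CellTiter-Fluor read for cell health.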
# IL2 activator = qHTS of IL-2 Activators; 360,000 tested, 0.065% active; AID 652025, 2013; activation, % (series mostly up to about 46 µM); IL-2 activation reporter assay, cell-based qHTS; stimulated with anti-CD3/CD4/CD28 beads; in transgenic mouse T cells; in the data active = activation above about 50%; inconclusive = mostly about 30% to 49%; also: 0% is about no effect
#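 Using fluorescent plate cytometry, EGFP and DsRed are detected in transgenic mouse T cells stimulated 18 h at 37 degrees C with antibody-coated beads after 60 min compound pretreatment.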
# EPAC2 agonist = qHTS for Agonist of cAMP-regulated guanine nucleotide exchange factor 4 (EPAC2): primary screen | Rap guanine nucleotide exchange factor 4 (Homo sapiens), Q8WZA2 | EPAC2 activation, biochemical qHTS; response scale: 100% = 6.5 mM cAMP response | Potency, µM (doses to about 154 µM), inactives show top-dose activation, actives largely listed as activators | 360,000 tested, 0.079% active | AID 720711, 2013; also: potency is read from the fitted curve at half-maximal effect; nearly all actives have a fitted effect of over 50% in size
# Target sequence (Q8WZA2 whole entry, looked up): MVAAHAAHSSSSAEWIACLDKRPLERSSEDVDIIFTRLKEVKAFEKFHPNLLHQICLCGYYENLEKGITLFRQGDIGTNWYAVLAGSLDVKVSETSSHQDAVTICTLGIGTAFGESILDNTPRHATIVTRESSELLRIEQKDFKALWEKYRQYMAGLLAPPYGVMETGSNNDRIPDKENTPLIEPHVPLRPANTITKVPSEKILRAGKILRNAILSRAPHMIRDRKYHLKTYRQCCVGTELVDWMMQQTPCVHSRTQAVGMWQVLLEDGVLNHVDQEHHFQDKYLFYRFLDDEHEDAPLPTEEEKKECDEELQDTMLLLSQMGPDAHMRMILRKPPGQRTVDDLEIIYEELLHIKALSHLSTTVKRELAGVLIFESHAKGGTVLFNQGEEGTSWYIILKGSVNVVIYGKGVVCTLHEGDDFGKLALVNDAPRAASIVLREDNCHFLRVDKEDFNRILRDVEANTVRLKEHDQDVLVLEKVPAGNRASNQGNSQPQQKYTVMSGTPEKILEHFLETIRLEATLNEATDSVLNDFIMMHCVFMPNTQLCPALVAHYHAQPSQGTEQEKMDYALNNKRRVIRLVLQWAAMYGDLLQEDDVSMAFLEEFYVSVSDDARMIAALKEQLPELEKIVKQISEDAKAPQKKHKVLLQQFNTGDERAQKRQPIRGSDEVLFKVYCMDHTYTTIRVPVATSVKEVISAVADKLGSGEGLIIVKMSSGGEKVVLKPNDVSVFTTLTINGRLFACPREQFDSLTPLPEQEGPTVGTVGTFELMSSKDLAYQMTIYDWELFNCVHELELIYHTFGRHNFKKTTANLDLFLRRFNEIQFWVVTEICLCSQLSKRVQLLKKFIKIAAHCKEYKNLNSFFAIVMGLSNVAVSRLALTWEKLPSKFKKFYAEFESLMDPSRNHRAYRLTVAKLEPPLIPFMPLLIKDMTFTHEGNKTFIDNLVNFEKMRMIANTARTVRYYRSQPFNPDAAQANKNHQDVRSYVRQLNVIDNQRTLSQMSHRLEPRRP
#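 Guanine nucleotide exchange by EPAC2 is measured as reduced fluorescence of BODIPY-GDP once it is released from 250 nM Rap1B. Plates are read kinetically for 30 min at room temperature; results are scaled to 6.5 mM cAMP.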
# HepG2 viability = qHTS for Inhibitors of TGF-b: Cytotox Counterscreen; Potency, µM (series often up to 46.1 µM), inactives show top-dose activity change, negative = cytotoxicity, most hits filed as cytotoxic; HepG2 CAGA-GFP viability, ATP luminescence, 18 h; 410,000 tested, 0.76% active; also: potency is read from the fitted curve at half-maximal effect; some results filed as inactive show a strong effect at the top dose
#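 CellTiter-Glo luminescence gave cytotoxicity after 18 hours at 37 degrees C. The cells were HepG2 CAGA-GFP in 1% FBS DMEM, stimulated with 500 pg/mL TGF-beta after compound addition. %Activity was normalised to no-cell wells (complete cell-killing) and DMSO (no toxicity), and curves were fitted and classified.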
# A549 tox = Nrf2 qHTS screen for inhibitors: counterscreen for cytotoxicity. Potency, µM (highest dose often 46 µM), inactives show top-dose activity change, negative = cytotoxicity, hits mostly inhibitors. A549 ARE-Fluc cells, CellTiter-Fluor viability, 18-24 h. 390,000 tested, 0.16% active; also: potency is read from the fitted curve at half-maximal effect; % is scaled to controls: 0 for no effect and ±100 for the full control effect
#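 A549 ARE_Fluc cells in 5% FBS OPTI-MEM were exposed to compounds in concentration-response for 18-24 h at 37 deg C. Viability was read by CellTiter-Fluor fluorescence (Ex 405/Em 525) after 30 min, before the luciferase read.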
# S2 tox = Viability Counterscreen for Primary qHTS for Inhibitors of ATXN expression | Potency, µM (highest dose often 56.7 µM), hits mostly cytotoxic | AID 651635, 2014 | 400,000 tested, 0.49% active | S2 cells (HEK-293 line with an ATXN2-luciferase reporter) viability, CellTiter-Fluor protease fluorescence, 24 h; also: potency is read from the fitted curve at half-maximal effect; nearly all actives have a fitted effect of over 40% in size
# Nrf2 ARE act = qHTS of Nrf2 Activators | AREc32 ARE-luciferase reporter (MCF7-derived line), luminescence, 24 h | Potency, µM (top dose mostly 46.1 µM), for the others: at the highest dose activation, hits mostly activators | 410,000 tested, 0.31% active | AID 624171, 2012; also: potency is read from the fitted curve at half-maximal effect; % of control where 0% means no effect; nearly all actives have a fitted effect of over 65% in size
#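 Reporter line AREc32 (ARE-Fluc), seeded overnight in OPTI-MEM with 5% FBS; compound pin-transferred, 24 hr at 37 deg C, 5% CO2; luminescent read-out.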
# Starred values were filed as active, the others as inactive; i = inactive; ? = inconclusive; nt = no result given; & = joins results of further samples; [ ] = dose if it differs, or a comment. Unless noted, calls follow the shape of the dose curve; as a rule, active = well fitted curve in the direction sought with a large enough effect; inconclusive = small, poorly fitted or top-dose-only effect, or another doubt; inactive = no such curve, though single readings can be large; an effect the other way counts as inactive or inconclusive.
SMILES,TGFb inhibitor,ATXN2 expr inh,Nrf2 inh,IL2 activator,EPAC2 agonist,HepG2 viability,A549 tox,S2 tox,Nrf2 ARE act
CCNC(=S)NNC(=O)c1cc(-c2cc(C)ccc2C)nc2ccccc12,-11%,-3%,-16%,-2.6,7%,-33%,0%,i,0.4%
CCOC(=O)C[C@H]1c2ccc(C(F)(F)F)cc2S(=O)(=O)N1C(C)(C)C,2%&-10%,-15%,13%,-0.3,2%,-1%&-26%,6%,i,2.0%
CCc1ccc(N2CC(C(=O)N3CCN(S(=O)(=O)c4cccc(F)c4)CC3)CC2=O)cc1 (stereo not given),-21%,nt,nt,-0.2,19%,-23%,nt,i,-0.6%
COC(=O)c1ccc(Cl)c(NC(=O)CSc2nnc(-c3ccncc3)o2)c1,14%,2%,-6%,-0.1,0%,-4%,-6%,?,0.1%
CCC1CCCCN1C(=O)CSc1nc(C)cc(C)n1 (stereo not given),-5%,-8%,-7%,2.6,6%,-9%,8%,?,0.0%
O=C(CCC(=O)c1ccc(F)cc1)NN1C(=O)NC2(CCCCC2)C1=O,0%,-1%,-5%,-3.9,8%,-2%,-7%,i,-0.4%
COc1ccc(OC)c(/C=N/NC(=O)c2ccc(Cn3cc([N+](=O)[O-])cn3)o2)c1,-2%,1%,12%,-1.5,5%,5%,1%,i,-0.3%
Cc1csc(NC(=O)c2cc3c(s2)CCCCC3)n1,0%,-49%,nt,-0.4,14%,-1%,-11%,i,-1.9%
Cc1cccc(N(C(=O)c2ccco2)C(C(=O)NC2CCCC2)c2cccnc2)c1C (stereo not given),-15%,43%[activator],-6%,-0.2,14%,-1%,-5%,i,3.0%
Cc1c(C)c2c(OCC(=O)NCc3ccncc3)cc3c(c2oc1=O)CCC(C)(C)O3,2%,7%,12%,0.1,-11%,6%,-1%,i,0.5%
Cc1nnc(SCC(=O)NC(C)(C)C)n1NCc1c(F)cccc1Cl,2%,4%,-10%,4.1,11%,2%,0%,i,0.6%
Cc1cccc(S(=O)(=O)Nc2ccc(S(=O)(=O)Nc3nccs3)cc2)c1,-25%,nt,-1%,2.0,8%,-11%,0%,i,0.1%
CCC(C)(C)NC(=O)CN(C(=O)CNS(=O)(=O)c1ccc(F)cc1)c1ccc2c(c1)OCCO2,-6%,-9%,?,-1.5,3%,-14%,?,i,-0.7%
COc1cc(/C=C/c2c([N+](=O)[O-])c(=O)n(C)c(=O)n2C)cc(OC)c1OC,5%,-16%,?,-0.9,3%,4%,-1%,i,-0.3%
Cc1cc(=O)oc2cc(OC(=O)c3cncc(Br)c3)ccc12,9%,-1%,25%,-1.5,4%,-8%,5%,nt,0.1%
CCOc1ccc(N2CC(NC(=O)c3ccc(Cl)cc3)CC2=O)cc1 (stereo not given),0%,nt,nt,nt,nt,2%,4%,nt,-1.2%
COCc1nnc(NC(=O)CCS(=O)(=O)c2ccccc2)s1,?,28%,-3%,-4.4,10%,0%,-10%,i,?
N#C/C(=C\c1cc2c(cc1Br)OCO2)c1ccc(C(=O)O)cc1,16%,20%,-14%,3.2,10%,-4%,-4%,?,-0.3%
Cc1ccc2sc(NC(=O)C3CC3)nc2c1C,-18%,nt,?,-0.8,-1%,-8%,0%,i,14%
COc1cccc(CNC(=O)Cn2ccc([N+](=O)[O-])n2)c1,3%,nt,6%,-1.2,5%,-18%,11%,i,-0.3%
Cc1cccc(-n2c(O)c(C=Nc3ccccc3O)c3ccccc3c2=O)n1,-26%,19%,-1%,3.0,10%,-4%,-19%,?,6.3%
CN(C)/C=C(\C#N)C(=O)Nc1ccc(O)cc1F,-4%,14%,16%,-2.8,3%,-15%,-4%,i,4.6%
COc1ccccc1N1CCN(C2CCN(S(=O)(=O)c3ccc(NC(C)=O)cc3)CC2)CC1,14%,-7%,-7%,-0.3,8%,1%,1%,i,0.4%
O=c1cc(C(F)(F)F)[nH]c(=S)n1-c1ccccc1,-2%,7%,3%,-3.5,-13%,2%,4%,i,11%
Cc1cccc(OCCCC(=O)Nc2ccc(S(=O)(=O)Nc3onc(C)c3C)cc2)c1C,13%,2%,nt,1.2,4%,-18%,3%,i,-0.8%
# (cont.)
SMILES,TGFb inhibitor,ATXN2 expr inh,Nrf2 inh,IL2 activator,EPAC2 agonist,HepG2 viability,A549 tox,S2 tox,Nrf2 ARE act
CC1SC(c2ccccc2)N(CC(O)c2ccc([N+](=O)[O-])cc2)C1=O (stereo not given),-17%,nt,-2%,0.0,10%,-12%,6%,i,-0.6%
CCCCn1nc2cc(C(=O)NC[C@@H]3CCCO3)ccc2c1OCC,-2%,2%,0%,0.1,4%,-1%,-5%,i,-0.8%
Cc1ccc(-c2c(C(=O)N3CCN(c4cccc(C)c4C)CC3)oc(=O)c3ccccc23)cc1,-18%,-2%,-26%,nt,nt,-10%,9%,i,-1.1%
CO[C@@]12[C@@H]3N[C@@H]3CN1C1=C(C(=O)C(N)=C(C)C1=O)[C@@H]2COC(N)=O,?,1.3µM*,10µM*,0.1,-4%,-27%,?,?,3.2%
COc1cccc(CNC(=O)c2ccccc2N)c1,0%,9%,nt,2.4,5%,0%,-1%,i,-0.3%
CN1CCN(CCCNC(=O)c2ccc(NC(=O)C3=CSCCO3)cc2)CC1,5%,nt,0%,-0.6,1%,3%,0%,?,2.3%
O=C(CN1CCN(C(=O)c2ccco2)CC1)Nc1ccc(F)cc1F,-3%,32%,13%,-3.6,12%,0%,1%,i,0.0%
C/C(=N/NC(=O)CC(=O)N/N=C(\C)c1ccc([N+](=O)[O-])cc1)c1ccc([N+](=O)[O-])cc1,2%,0%,-14%,0.3,5%,21%,8%,i,-0.7%
Cc1cc(C)n2nc(CC(=O)NC3CCCCCC3)nc2n1,-6%,5%,3%,0.1,7%,0%,-8%,i,0.0%
CCN(Cc1ccccc1)Cc1c(O)ccc2c(=O)c(-c3ccccc3Cl)coc12,7%,2%,-9%,nt,nt,-3%,3%,i,0.9%
Cc1ccc(NC(=O)CCCC(=O)O)c(Br)c1,0%,-7%,nt,-0.9,6%,0%,-3%,i,0.7%
Cc1ccc(/C=N/NC(=O)c2cc3c(ccc4ccccc43)o2)o1,-19%,-8%,-4%,-2.3,2%,-18%,-3%,i,0.2%
Cc1cccc(NC(=O)/C(=C\c2ccc([N+](=O)[O-])o2)NC(=O)c2ccc(Cl)cc2)c1,0%,-5%,2%,-3.0,-14%,-22%,7%,i,5.1%
C=CCNC(=S)N1CCC(C(=O)c2ccc(Cl)cc2)CC1,-27%,nt,-30%,4.3,8%,-27%,14%,?,1.7%
C[C@H]1[C@@H](c2ccccc2)Oc2ccc(Cl)cc2S(=O)(=O)N1Cc1ccc(F)cc1F,-25%,4%,1%,1.2,9%,-19%,-1%,i,1.1%
CCN1C2=C(C(=O)CCC2)C(c2ccc(O)c(Br)c2)C2=C1CCCC2=O,25%,-5%,-19%,-1.8,16%,-16%,nt,i,0.1%
O=C(Nc1ccccc1C(F)(F)F)N1CCC(n2c(=O)[nH]c3ccccc32)CC1,7%,4%,?,-0.1,0%,-4%,-11%,i,-0.9%
COc1ccc(-n2c(N)c(C(=O)Nc3c(C)n(C)n(-c4ccccc4)c3=O)c3nc4ccccc4nc32)cc1,0%,-16%,-5%,-2.7,3%,13%,3%,i,-0.2%
CCOc1ncccc1C(=O)OC(C)C(=O)NC(=O)NC1CCCCC1 (stereo not given),-17%,-10%,13%,-0.2,5%,-1%,1%,i,0.5%
Cc1cc(C)n2ncc(S(=O)(=O)c3ccccc3)c2n1,14%,-3%,1%,-0.8,2%,6%,5%,i,1.9%
Cc1ccccc1CN1CCc2c(OCC(=O)N3CCCc4ccccc43)cccc2C1=O,-47%,?,?,-1.3,19%,-26%,-16%,i,0.2%
CCCOC(=O)c1ccc(NC(=O)CCOc2ccccc2)cc1,-9%,11%,-3%,-2.5,6%,-12%,-5%,?,?
COc1ccccc1CNC(=O)Cn1cc2c(n1)-c1c(oc(C(=O)N3CCOCC3)c1C)CC2,-24%,nt,?,nt,nt,-3%,-9%,nt,1.0%
O=C1CC(/C=C/c2ccccn2)=Nc2ccccc2N1,-1%,22%,10%,-2.1,-5%,-19%,-18%,i,13%
COc1ccc(C)cc1NC(=O)C1COc2ccccc2C1 (stereo not given),-14%,3%,nt,nt,nt,-12%,8%,i,3.8%
O=C(O)CSc1cc(C(=O)c2ccccc2O)cn2c(=O)c3c4c(sc3nc12)CCCC4,-9%,3%,?,0.1,2%,-19%,-16%,i,0.5%
CC(C)[C@@H]1CC[C@@H](C)c2c(-c3ccccc3)n[nH]c21,?,-14%,?,-0.3,0%[15.6 µM],-75%,-12%,i,10%
O=C(CCN1CCCCCC1)c1ccccc1,0%,7%,9%,-0.2,1%,-3%,-3%,i,0.5%
CCOP(=O)(NC12CC3CC(CC(C3)C1)C2)NC12CC3CC(CC(C3)C1)C2,7%,-4%,-14%,1.7,-9%,4%,-19%,i,-1.1%
O=C(NCC(c1ccco1)N1CCOCC1)c1ccc(Cl)cc1 (stereo not given),2%,2%,14%,-1.4,-6%,2%,0%,i,-0.1%

# Profiles, looked up by structure. Screens in order: TGFb inhibitor	ATXN2 expr inh	Nrf2 inh	IL2 activator	EPAC2 agonist	HepG2 viability	A549 tox	S2 tox	Nrf2 ARE act
# CCN1C2=C(C(=O)CCC2)C(c2ccc(O)c(Br)c2)C2=C1CCCC2=O across the screens: 25%	-5%	-19%	-1.8	16%	-16%	nt	i	0.1%
# CO[C@@]12[C@@H]3N[C@@H]3CN1C1=C(C(=O)C(N)=C(C)C1=O)[C@@H]2COC(N)=O across the screens: ?	1.3µM*	10µM*	0.1	-4%	-27%	?	?	3.2%
